SUMO1 PPI mod = modulators of SUMO1 protein-protein interactions, primary screen, biochemical, uHTS. hit rate 0.33% among 360,000. inhibition, % at 20 µM. AID 602429, 2012. SUMO1 binding to a labelled peptide, TR-FRET, 1 h. Small ubiquitin-related modifier 1 (Homo sapiens), P63165; in the data active means inhibition above about 37%
Target sequence (P63165 whole entry, looked up): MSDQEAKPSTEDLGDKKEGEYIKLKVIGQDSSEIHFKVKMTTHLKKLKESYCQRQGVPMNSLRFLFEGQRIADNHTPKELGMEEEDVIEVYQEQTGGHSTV
Rpn11 inh = Rpn11 (PSMD14) deubiquitinase inhibitors, primary screen, biochemical, fluorescence polarization, uHTS | AID 588493, 2011 | human 26S proteasome, Ub4-pepOG fluorescence polarization; 20S core pre-blocked with epoxomicin | calls only at 20 µM | hit rate 0.59% among 360,000;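 active means inhibition at 20 µM, scaled to each plate's controls, above about 33%, limit read from the data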
NadD block = inhibitors of S. aureus NadD, primary screen, biochemical, colorimetric, uHTS; Nicotinate-nucleotide adenylyltransferase NadD (Staphylococcus aureus N315); purified NadD enzyme, colorimetric absorbance read-out; inhibition, % at 20 µM; hit rate 0.78% among 360,000; AID 602399, 2012; in the data active means inhibition above about 26%; further: some compounds past the cut are filed as inactive
CSN deneddyl inh = inhibitors of CSN-mediated cullin deneddylation, primary screen, biochemical, fluorescence polarization, uHTS. hit rate 0.38% among 360,000. Purified CSN, SCF-Nedd8-OG deneddylation. inhibition, % at 12.5 µM. COP9 signalosome complex subunit 5 (Homo sapiens), Q92905;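 active means pattern-corrected inhibition above about 35%, with an unprinted fluorescence ratio check between 0.5 and 1.5, limit read from the data, passing the limit was not always enough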;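 further: 0% = enzyme with substrate and 100% = substrate without enzyme; some results filed as inactive read as strong as hits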
Target sequence (Q92905 whole entry, looked up, one chain of several): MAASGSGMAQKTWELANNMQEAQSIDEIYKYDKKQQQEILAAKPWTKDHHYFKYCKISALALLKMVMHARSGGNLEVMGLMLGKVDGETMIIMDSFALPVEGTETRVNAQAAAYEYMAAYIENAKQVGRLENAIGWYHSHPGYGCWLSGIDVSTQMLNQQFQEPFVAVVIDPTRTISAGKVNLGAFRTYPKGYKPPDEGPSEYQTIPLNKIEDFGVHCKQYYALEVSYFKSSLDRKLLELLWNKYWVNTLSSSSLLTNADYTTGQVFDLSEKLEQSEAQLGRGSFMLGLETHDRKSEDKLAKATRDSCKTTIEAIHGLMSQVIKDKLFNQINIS
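Assay system: HEK293T-derived human Csn5 enzyme; quantity: 0.24 nM enzyme; medium: Tris/NaCl/DTT buffer, pH 7.5; also added: substrate SCFSkp2-Nedd8OG, 10 nM; doses: 12.5 µM compound; schedule: 90 min reaction at room temperature; signal: FP; read-out: % inhibition of substrate cleavage by Csn5; benchmarks: substrate-only high control, full reaction low control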
DNMT1 inh = human DNMT1 methyltransferase inhibitors, primary screen, biochemical, molecular beacon, fluorescence, HinP1I cleavage, uHTS; inhibition (reported as % activation of signal), % at 10 µM; DNA (cytosine-5)-methyltransferase 1 (Homo sapiens), P26358; hit rate 0.83% among 360,000; AID 588458, 2011; in the data active means inhibition above about 50%
MsrA inh = bovine MsrA enzyme inhibitors, primary screen, biochemical, absorbance, HTS. Methionine sulfoxide reductase A (Bos taurus). purified bovine MsrA, absorbance read-out. inhibition, % at 15.5 µM. hit rate 0.75% among 360,000; in the data active means inhibition above about 4.5%;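 further: 0% = vehicle wells with enzyme and 100% = reference inhibitor wells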
Tb MetRS inh = T. brucei MetRS inhibitors, primary screen, biochemical, luminescence; methionyl-tRNA synthetase (Trypanosoma brucei brucei); purified T. brucei MetRS, ATP depletion, Kinase-Glo luminescence; inhibition, % at 11.9 µM; hit rate 0.4% among 360,000; AID 624268, 2012;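 active means inhibition above a per-plate cutoff of the control wells' mean inhibition plus 3 SD, cut at about 5.5% in these data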;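 further: 0% = DMSO wells median and 100% = median of wells with control inhibitor compound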
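Dosing: 11.9 µM compound single dose, 0.9% DMSO; Assay system: purified T. brucei MetRS enzyme; Measured by: Kinase-Glo luciferase luminescence reporting remaining unconsumed ATP; Schedule: 15 min plus 2 h at 25 °C.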
LMPTP block = LMPTP phosphatase inhibitors, primary screen, biochemical, fluorescence intensity, uHTS | recombinant LMPTP-A, OMFP fluorogenic substrate | hit rate 0.22% among 360,000 | AID 651560, 2012 | Low molecular weight phosphotyrosine protein phosphatase (Homo sapiens), P24666 | inhibition, % at 20 µM;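 active means compounds that cut the enzyme signal by at least half of the control window in the single-dose screen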;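 further: plate controls were DMSO wells with enzyme plus substrate for no effect and substrate without enzyme for full effect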
Target sequence (P24666 whole entry, looked up): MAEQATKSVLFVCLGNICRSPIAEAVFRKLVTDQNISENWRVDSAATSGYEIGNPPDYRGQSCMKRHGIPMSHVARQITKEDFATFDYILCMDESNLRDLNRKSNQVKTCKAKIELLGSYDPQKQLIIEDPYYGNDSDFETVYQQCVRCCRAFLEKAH
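Test system – LMPTP-A phosphatase enzyme · Quantity – 0.625 nM LMPTP-A final · Reagent – OMFP substrate, 400 µM final · Dosing – one test concentration per compound, 20 µM, with 3% DMSO overall · Timing – 50 min enzyme reaction at room temperature, protected from light · Detection – fluorescence intensity · Controls – substrate-only low control, DMSO enzyme-plus-substrate high control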
Scp1 inh = Scp-1 phosphatase inhibitors, primary screen, biochemical, colorimetric, uHTS; Carboxy-terminal domain RNA polymerase II polypeptide A small phosphatase 1 (Homo …; Recombinant Scp1, phosphopeptide, malachite green phosphate absorbance; inhibition, % at 20 µM; hit rate 0.88% among 340,000; AID 493091, 2011;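 active means inhibition above about 50% at 20 µM, limit read from the data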;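 further: plate controls were DMSO wells with enzyme for no effect and wells lacking enzyme for full effect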
Target sequence (Q9GZU7 76-261 limits assumed): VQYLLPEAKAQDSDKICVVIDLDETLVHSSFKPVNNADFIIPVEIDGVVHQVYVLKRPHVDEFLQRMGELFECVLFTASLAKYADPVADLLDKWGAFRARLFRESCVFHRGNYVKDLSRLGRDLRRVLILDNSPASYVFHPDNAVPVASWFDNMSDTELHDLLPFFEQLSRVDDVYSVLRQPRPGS
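Test system: SCP-1 phosphatase catalytic domain, residues 76-261; measured by: colorimetric phosphate reagent with accelerator and stabiliser, absorbance at 630 nm; timing: enzyme reaction 45 min at room temperature, colour 5 min, stabilisation 30 min; also added: Phosphorylated 17-residue peptide substrate; compound dosing: one concentration, 20 µM, with 1.0% DMSO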
STEP inh = STEP phosphatase inhibitors, primary screen, biochemical, fluorescence intensity, uHTS. recombinant STEP, OMFP fluorogenic substrate. inhibition, % at 20 µM. hit rate 0.25% among 360,000;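 active means inhibition at 20 µM, scaled per plate between control wells, above about 37%, limit read from the data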;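 further: 0% = DMSO with enzyme and substrate and 100% = substrate only without enzyme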
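Measure: Control-normalized % inhibition with plate pattern correction | Test system: STEP phosphatase, cell-free reaction | Medium: pH 6.0 Bis-Tris with DTT and Tween 20 | Technique: Fluorescence, 480/540 nm | Times: Reaction 20 min, ambient temperature | Doses: Single compound dose of 20 µM, 1% DMSO final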
* hit, by the source's call; i = inactive; nt = no result given. Not a hit list. About 3.9% of those tested had a hit in this group.

SMILES | SUMO1 PPI mod | Rpn11 inh | NadD block | CSN deneddyl inh | DNMT1 inh | MsrA inh | Tb MetRS inh | LMPTP block | Scp1 inh | STEP inh
CC(=O)N1CCc2cc(S(=O)(=O)CCC(=O)N3CCN(c4cc(C)ccc4C)CC3)ccc21 | -1 | i | 3 | 2 | 0 | 0.1 | 0.3 | 0.6 | -5 | 2
CCc1cc(=O)oc2c(C)c(OC(C)C(=O)NCC3CCC(C(=O)O)CC3)ccc12 (stereo not drawn) | 3 | i | -1 | -2 | 1 | 1.9 | -0.5 | -0.9 | 12 | 2
O=S(=O)(Cc1ccccc1)NCCc1cccc(Cl)c1 | 0 | i | -5 | 2 | 1 | 0.4 | -0.4 | -0.5 | -9 | -2
CCn1nnc(NC(=O)c2cc3ccccc3o2)n1 | 1 | i | -5 | -5 | -3 | 0.9 | 0.1 | -2.7 | -6 | -5
O=C(O)c1ccc(C=NN2CCCCCC2)cc1 | -4 | i | 6 | -3 | 1 | 4.0 | -0.2 | -0.8 | 7 | -1
COc1cc(C2NC(=O)NC(C)=C2C(=O)OC(C)(C)C)ccc1OCC(=O)O (stereo not drawn) | 0 | i | -4 | -5 | -1 | 0.2 | -0.3 | -0.9 | -8 | 2
COC(=O)c1ccc(OC(=O)c2ccco2)cc1 | -1 | i | -6 | -4 | -1 | -0.8 | -0.4 | -1.0 | 0 | -3
COc1ccc(C2SCC(=O)N2c2ccccc2)cc1 (stereo not drawn) | 3 | i | -10 | -2 | -1 | 0.8 | -1.3 | -0.1 | -7 | -1
CCC(=O)N1CCN(c2ccc(Cl)cc2NC(=S)NC(=O)c2ccco2)CC1 | 8 | i | -8 | -3 | -8 | -0.6 | 0.2 | 4.1 | -7 | 2
Cc1cc(NS(=O)(=O)c2ccc(Nc3nc(-c4ccc(O)cc4)cs3)cc2)no1 | 20 | i | 3 | -11 | -6 | 0.3 | 5.7* | 1.2 | -9 | -6

Looked up above:
Reading for COC(=O)c1ccc(OC(=O)c2ccco2)cc1 under SUMO1 PPI mod: -1
Reading for Cc1cc(NS(=O)(=O)c2ccc(Nc3nc(-c4ccc(O)cc4)cs3)cc2)no1 under SUMO1 PPI mod: 20
Reading for CCc1cc(=O)oc2c(C)c(OC(C)C(=O)NCC3CCC(C(=O)O)CC3)ccc12 (stereo not drawn) under Tb MetRS inh: -0.5
Reading for O=S(=O)(Cc1ccccc1)NCCc1cccc(Cl)c1 under NadD block: -5

Other compounds follow.
SMILES | SUMO1 PPI mod | Rpn11 inh | NadD block | CSN deneddyl inh | DNMT1 inh | MsrA inh | Tb MetRS inh | LMPTP block | Scp1 inh | STEP inh
COc1ccc(-n2ncc3c2CC(C)(C)CC3NC(=O)Cc2nonc2C)cc1 (stereo not drawn) | 0 | i | -5 | 10 | 1 | 0.0 | -1.3 | -0.7 | 9 | -1
COc1ccc(NC(=O)Nc2c(C)noc2-c2ccccc2)cc1 | 0 | i | 2 | 6 | 2 | 0.8 | 0.7 | -1.5 | -19 | -2
CC1CCCN(c2ncnc3c2cnn3-c2ccccc2)C1 (stereo not drawn) | 3 | i | 9 | 1 | -2 | 1.7 | -0.7 | 1.2 | -3 | 0
CC(Cc1ccco1)NC(=O)c1ccc(C(F)(F)F)cc1 (stereo not drawn) | 5 | i | 4 | -1 | 2 | -1.3 | -0.7 | -1.1 | 4 | -1
CCC[C@@H](O)c1cc2cc(OC)c(OC)cc2c(=O)o1 | -3 | i | 0 | 3 | 7 | 0.1 | 0.3 | -2.4 | -2 | -2
CC(C)c1onc(C(=O)N2CCC(C(N)=O)CC2)c1[N+](=O)[O-] | -4 | i | 2 | -1 | 2 | 1.7 | -0.8 | -2.0 | -14 | 1
O=S1(=O)C=C(SCc2ccccc2)Nc2ccccc21 | 0 | i | -5 | -5 | -1 | 0.1 | -0.9 | -0.4 | -10 | 0
CCOc1ccc(NC(=O)NCc2cccnc2)cc1 | -1 | i | -4 | -3 | -4 | -1.5 | -0.3 | -1.6 | -7 | -4
CC1CCN(c2ccc3nnc(CCC(=O)Nc4ccc(F)c(F)c4)n3n2)CC1 | -19 | i | -2 | -1 | -3 | -0.6 | 0.0 | 0.3 | -5 | -1
O=C(CCc1nc2ccccc2[nH]1)Nc1ccccc1 | 0 | i | 6 | -1 | 3 | 0.8 | -0.1 | -0.8 | -9 | 2

Three of the entries above in order of the MsrA inh value, descending:
| Structure | MsrA inh |
| --- | --- |
| CC(=O)N1CCc2cc(S(=O)(=O)CCC(=O)N3CCN(c4cc(C)ccc4C)CC3)ccc21 | 0.1 |
| COc1ccc(-n2ncc3c2CC(C)(C)CC3NC(=O)Cc2nonc2C)cc1 (stereo not drawn) | 0.0 |
| CC1CCN(c2ccc3nnc(CCC(=O)Nc4ccc(F)c(F)c4)n3n2)CC1 | -0.6 |

Other results.
SMILES | SUMO1 PPI mod | Rpn11 inh | NadD block | CSN deneddyl inh | DNMT1 inh | MsrA inh | Tb MetRS inh | LMPTP block | Scp1 inh | STEP inh
COc1ccc(CCN=C(N)NS(=O)(=O)c2ccc(C)cc2)cc1 | 3 | i | 2 | -13 | 8 | 0.1 | -0.4 | -2.0 | 4 | -1
COC(=O)[C@@]1(Cc2ccc(OC)cc2)[C@H]2c3cc(C(=O)N4CCCC4)n(Cc4ccc(OC(F)(F)F)cc4)c3C[C@H]2CN1C(=O)c1ccccc1 | 8 | nt | 16 | -2 | nt | -0.7 | -0.6 | 8.7 | nt | nt
O=C(O)CCC(=O)Nc1ccc(OCC(=O)O)cc1 | 1 | i | -1 | 6 | -1 | -1.0 | -1.5 | -1.8 | 3 | -1
Cc1nc2c(OCCOc3ccccc3)cccn2c1N(C)C(=O)CCC1CCCC1 | 8 | i | 7 | 8 | -7 | 2.0 | -0.4 | 1.8 | nt | 4
CCCCSc1nnc([C@@H]2CCCN2C(=O)OC(C)(C)C)o1 | 0 | i | -2 | -2 | -1 | 1.4 | -1.3 | -2.4 | -10 | 0
O=C(O)CCn1cc(/C=C2\SC(=S)NC2=O)c(-c2ccccc2)n1 | -1 | i | -1 | 10 | -1 | 4.1 | 0.2 | 1.0 | -1 | 2
CCOc1ccc(-c2nnc3sc(-c4ccccc4OC)nn23)cc1 | -17 | i | 3 | 7 | 3 | 0.5 | -0.7 | 7.0 | -3 | -6
COc1ccc(NC(=O)Nc2ccc(OC)c(OC)c2)c([N+](=O)[O-])c1 | -4 | i | 0 | -1 | -1 | 0.1 | -1.1 | -1.1 | -4 | -1
CCOC(=O)/C(C#N)=C/Nc1cc(F)ccc1C | -1 | i | -6 | 0 | -6 | 5.8* | 0.0 | -0.5 | -2 | 1
CC1CCCCN1S(=O)(=O)c1ccccc1[N+](=O)[O-] (stereo not drawn) | -2 | i | -2 | -1 | -2 | 0.2 | -0.5 | -0.2 | -5 | -3
CS(=O)(=O)Nc1cccc(C2=NN(S(=O)(=O)c3ccccc3)C(c3cccs3)C2)c1 (stereo not drawn) | -6 | i | -4 | 3 | -1 | 0.4 | 0.3 | 0.7 | -8 | 2
Cc1cc(C)n(CC(=O)n2c3ccccc3c3ccccc32)n1 | 2 | i | 1 | 4 | 8 | 0.2 | 0.0 | 0.8 | 3 | -1
O=C(O)c1ccc(/C=C2\SC(=S)N(NC(=O)c3ccccc3)C2=O)cc1 | -6 | i | -5 | -6 | 2 | 1.8 | 0.3 | -1.2 | -14 | 4
Cc1ccc(N2CC(C(=O)OCc3nnc(-c4ccccc4)o3)CC2=O)cc1 (stereo not drawn) | 0 | i | -5 | 2 | 1 | -0.1 | -0.3 | -0.1 | 0 | 3
COC(=O)c1cc(=O)n(C2CC2)c(=NC2CC2)s1 | -14 | i | -4 | 1 | 3 | 1.5 | -1.7 | -0.1 | 0 | -2
CC1CCCCN1c1nc2nonc2nc1N1CCCCC1C (stereo not drawn) | -1 | i | -4 | 0 | -2 | 1.8 | -0.3 | -5.0 | -8 | 1
CCCCNC(=O)c1ccc(CS(=O)(=O)c2ccc(OC)cc2)o1 | 0 | i | 2 | 3 | 1 | 0.8 | -0.2 | -0.1 | -4 | 0
Cc1cc(NC(=O)c2cccc(S(=O)(=O)N3CCOCC3)c2)c2ccccc2n1 | 0 | i | 3 | 18 | 0 | 0.8 | 0.7 | 3.1 | -7 | 2
COc1ccc2cc(CCNC(=O)c3ccc(Br)o3)c(=O)[nH]c2c1 | 7 | i | 0 | 2 | -10 | 0.1 | -0.3 | 1.4 | -3 | 2
COC(=O)C1=CN(c2ccc(N3CCOCC3)cc2)C(N)=C(C#N)C1c1ccccc1 (stereo not drawn) | -17 | nt | nt | -3 | nt | 1.2 | -0.5 | 0.0 | nt | nt
COc1ccc(-c2cc3ccccc3oc2=O)cc1NC(=O)c1cccnc1 | -32 | i | 2 | -2 | 3 | 1.6 | -1.4 | 1.5 | 2 | 3
CC(=O)Nc1ccc(C(=O)NC(C)c2ccc(-n3ccnc3)cc2)cc1 (stereo not drawn) | -1 | i | -1 | -6 | 0 | 0.6 | -0.2 | 0.2 | -4 | 2
Cc1ccc(C(=O)CC2(O)C(=O)Nc3ccccc32)s1 (stereo not drawn) | -7 | i | -3 | 3 | -1 | 1.3 | 0.4 | -0.2 | -4 | 1
O=C1c2ccccc2NC2CCCCC12 (stereo not drawn) | -6 | i | 8 | -1 | 0 | 1.2 | -0.5 | -0.4 | -3 | -3
O=C(Cn1c(-c2ccccc2)noc1=O)Nc1ccc(N2CCCCCC2)cc1 | 3 | i | 5 | 0 | 13 | -0.2 | 0.1 | 2.9 | -3 | 2
